# FEN1 inhibitor = inhibitors of human flap endonuclease 1; P39748; Recombinant FEN1 flap cleavage, fluorescence, 15 min; Potency, µM (series often up to 114 µM), without a hit: at the highest dose activity change, negative = inhibition, most hits filed as inhibitors; hit rate 0.35% among 390,000; note: nearly all actives have a fitted effect of over 65% in size
# Target sequence (P39748 whole entry, looked up): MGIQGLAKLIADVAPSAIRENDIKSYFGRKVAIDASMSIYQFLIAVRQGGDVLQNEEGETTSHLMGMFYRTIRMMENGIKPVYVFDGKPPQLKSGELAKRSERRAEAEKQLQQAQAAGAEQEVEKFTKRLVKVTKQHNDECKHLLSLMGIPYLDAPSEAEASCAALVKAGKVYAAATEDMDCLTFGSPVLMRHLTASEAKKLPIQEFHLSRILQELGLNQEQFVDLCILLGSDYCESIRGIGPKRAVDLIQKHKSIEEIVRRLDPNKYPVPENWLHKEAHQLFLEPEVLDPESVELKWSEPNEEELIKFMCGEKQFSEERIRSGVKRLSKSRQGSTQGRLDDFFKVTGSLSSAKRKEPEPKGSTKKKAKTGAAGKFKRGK
#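 In this screen, 50 nM flap DNA substrate was added to 10 nM FEN1 pretreated with compound for 15 min at room temperature; cleavage was followed with reads at 0 and 15 min, and Hill fitting gave concentration–response parameters.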
# N370S GC mod = N370S glucocerebrosidase modulation, Gaucher chaperone candidate; hit rate 0.092% among 330,000; N370S GC spleen homogenate, 4MU-glucoside fluorescence; Potency, µM (series often up to 59.4 µM), without a hit: at the top dose activity change, negative = inhibition, hits mostly inhibitors; AID 2101; P04062;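 note: 0% = full enzyme activity and -100% = no enzyme basal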
# TDP1 block = inhibitors of human tyrosyl-DNA phosphodiesterase TDP1; Q9NUW8; recombinant TDP1, AlphaScreen DNA substrate cleavage; Potency, µM (doses to about 130 µM), for the others: top-dose activity change, negative = inhibition, usual class: inhibitors; hit rate 0.28% among 350,000; note: nearly all actives have a fitted effect of over 40% in size
# Target sequence (Q9NUW8 whole entry, looked up): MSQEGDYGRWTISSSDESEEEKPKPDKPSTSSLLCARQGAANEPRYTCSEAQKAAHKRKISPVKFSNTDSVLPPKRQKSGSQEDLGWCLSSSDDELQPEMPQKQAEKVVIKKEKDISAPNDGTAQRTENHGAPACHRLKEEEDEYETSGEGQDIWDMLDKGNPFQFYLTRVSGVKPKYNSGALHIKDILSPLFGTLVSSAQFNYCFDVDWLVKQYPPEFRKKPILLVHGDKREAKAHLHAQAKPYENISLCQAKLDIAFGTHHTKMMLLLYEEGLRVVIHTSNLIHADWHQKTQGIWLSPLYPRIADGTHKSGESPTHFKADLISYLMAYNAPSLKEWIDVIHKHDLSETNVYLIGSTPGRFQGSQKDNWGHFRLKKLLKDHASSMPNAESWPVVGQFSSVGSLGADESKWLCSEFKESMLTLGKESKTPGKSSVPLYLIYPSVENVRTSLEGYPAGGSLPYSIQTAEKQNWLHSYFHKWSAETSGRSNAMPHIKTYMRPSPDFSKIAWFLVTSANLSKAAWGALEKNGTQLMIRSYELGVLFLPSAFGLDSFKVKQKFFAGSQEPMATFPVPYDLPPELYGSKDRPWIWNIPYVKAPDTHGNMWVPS
#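 Steps: enzyme plus compound, 15 min RT; add biotin/phosphotyrosine-FITC oligonucleotide (15 nM final), react 5 min; add donor/acceptor beads (10 ug/ml final), 10 min; read AlphaScreen. Tdp1 at 1 nM final.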
# Numbers without * were called inactive; ? = inconclusive; nt = no result given; & = joins results of further samples; ! = not confirmed by another sample; [ ] = dose if it differs, or a comment. Calls come from the whole dose curve; as a rule, active = well fitted curve in the direction sought with a large enough effect; inconclusive = small, poorly fitted or top-dose-only effect, or another doubt; inactive = no such curve, though single readings can be large; an effect the other way counts as inactive or inconclusive. Unless noted, % is set by controls: 0 for no effect and ±100 for the full control effect; potency is the fitted concentration of half-maximal effect. A portion of the library. The share of hits here may be higher or lower than overall.
# Second line of a record: TDP1 block | N370S GC mod | FEN1 inhibitor
> CN(C)C(=O)Oc1cc(OC(=O)N(C)C)cc([C@@H](O)CNC(C)(C)C)c1
→ 14%[21 µM] | 12%[21.6 µM] | nt
> CC(C)[C@H]1CC2C3CC=C4C[C@@H](O)CC[C@]4(C)C3CC[C@]2(C)[C@H]1O (stereo partly drawn)
→ -1% | nt | -8%
> CC1(C)C2([N+](=O)[O-])CNCC1([N+](=O)[O-])CNC2
→ 2% | -4% | -2%
> Oc1ccccc1C1NCc2ccccc2-n2cccc21 (stereo not drawn)
→ nt | -9% | 2%
> CNCC[C@@H](Oc1ccc(C(F)(F)F)cc1)c1ccccc1
→ 10%[56.1 µM] | -22%&-18% | -9%
> CC(C)Oc1cccc(C(=O)C2CCCN(C3CCOCC3)C2)c1 (stereo not drawn)
→ 4% | -4% | 16%
> COC(=O)c1c(N)n(Cc2ccc(OC)cc2)c2nc3ccccc3nc12
→ 5% | ? | -17%
> COc1ccccc1N1CCN(Cc2cnc(-c3ccccc3)[nH]2)CC1
→ 5% | -4% | -2%
> Nc1ccccc1-[n+]1c(-c2ccccc2)cc(-c2ccccc2)cc1-c1ccccc1
→ 0% | 7% | 8%
> COc1ccccc1N=Nc1c(O)[nH]c(=S)[nH]c1=O
→ 0% | -15% | -19%
> O=CC(Cl)P(=O)(N1CCOCC1)N1CCOCC1 (stereo not drawn)
→ -1% | 1% | -15%
> CSc1ncc(Cl)c(C(=O)O)n1
→ 4% | -2% | -3%
> CCCC(=O)NC(Oc1ccc(Cl)cc1Cl)C(Cl)(Cl)Cl (stereo not drawn)
→ -2% | -7% | -9%
> CCOc1ccc(-n2c(O)c(C=Nc3ccc(NC(C)=O)cc3)c(=O)[nH]c2=O)cc1
→ nt | 3% | -14%
> COc1ccccc1CN1CCCC(C(=O)c2ccccc2OC)C1 (stereo not drawn)
→ 2% | -5% | 5%
> Cn1c(O)c(C=NC2CCN(Cc3ccccc3)CC2)c(=O)n(C)c1=O
→ 5% | -2% | 4%
> Cc1cc(OCC(=O)N[C@@H](Cc2ccccc2)C(=O)O)c2c3c(c(=O)oc2c1)CCC3
→ nt | 0% | 14%
> CCN1CCN(Cc2nc3ccc([N+](=O)[O-])cc3c(=O)n2-c2ccccc2F)CC1
→ nt | -3% | -2%
> CCC(=NCc1cccnc1)c1c(O)n(-c2ccccc2)c(=O)[nH]c1=O
→ 6% | 3% | 1%
> CCCCC(=O)N/N=C/c1c(O)n(Cc2ccco2)c(=O)[nH]c1=O
→ 4% | 15% | -6%
> O=c1c2ccccc2nc(CN2CCOCC2)n1-c1ccccc1F
→ 2% | 6% | -11%
> ClC(Br)Br
→ -4% | 0% | nt
> O=C(c1cccs1)c1cn(Cc2ccccc2Cl)c2ccccc12
→ 0% | -1% | -14%
> N=c1sc2c(n1Cc1ccccc1)CCCC2
→ 1% | 7% | 2%
> Cc1cccc(OCC(=O)N2CCN(CCc3ccccn3)CC2)c1
→ 5% | nt | 4%
> ClC1=C(Cl)C2(Cl)C3C(Cl)C(Cl)CC3C1(Cl)C2(Cl)Cl (stereo not drawn)
→ -6% | 11% | nt
> CCOP(=O)(OCC)C(NC(=O)NC)C(N)=O (stereo not drawn)
→ 0% | 7% | 5%
> COC(=O)C1=C(c2ccccc2OCc2ccccc2)C[C@@H]2CC[C@H]1N2C(=O)NCc1ccc(N(C)C)cc1
→ 7% | nt | 8%
> CCN(CC)C(=O)c1ccc(N(Cc2ccccc2)S(C)(=O)=O)cc1
→ nt | -24% | 23%
> CC(=O)O[C@@]12CO[C@@H]1C[C@@H](O)[C@@]1(C)C(=O)[C@H](O)C3=C(C)[C@@H](OC(=O)[C@H](O)[C@@H](NC(=O)c4ccccc4)c4ccccc4)C[C@@](O)([C@@H](OC(=O)c4ccccc4)C12)C3(C)C (stereo partly drawn)
→ nt | ? | 4%
> O=[N+]([O-])c1ccc(C2C3C(c4ccccc4)=NC4(CCCCC4)N32)cc1 (stereo not drawn)
→ 0% | 4% | -4%
> COc1cccc(CCNCc2c(F)cccc2F)c1
→ ? | -8% | -5%
> CCCCCn1c(=O)c(C(=O)NCc2ccccn2)c(O)c2ccccc21
→ 4% | -20% | -7%
> Cc1nc2cc([N+](=O)[O-])ccc2c(=O)n1-c1ccc(Br)cc1
→ -9% | -11% | -20%
> CN(Cc1c[nH]c2ccccc12)C1CCCCC1
→ 5% | 13% | 13%
> CC(C)c1ccc(-n2c(O)c(/C=N/N3CCOCC3)c(=O)[nH]c2=S)cc1
→ nt | 3% | -11%
> CCOc1cc(CNCCc2cccc(F)c2)ccc1OC
→ nt | -13% | -12%
> CCCCn1c(O)c(/C=N/N2CCOCC2)c(=O)[nH]c1=S
→ 4% | 1% | 0%
> COc1ccc(CCn2c(O)c(C=NCc3ccc4c(c3)OCO4)c(=O)[nH]c2=O)cc1OC
→ -1% | -13% | -5%
> C[C@]1(O)CCC2C3CC[C@H]4C[C@@H](OC(=O)CNC(=O)CN)CC[C@]4(C)C3CC[C@@]21C (stereo partly drawn)
→ 1% | nt | 1%
> CCOP(=S)(OCC)Oc1ncn(-c2ccccc2)n1
→ -4% | 9% | nt
> Cc1ccc(C(=O)N/C(=C\Cl)P(=O)(c2ccccc2)c2ccccc2)cc1
→ 3% | 4% | 7%
> Clc1ccc(CSC(Cn2ccnc2)c2ccc(Cl)cc2Cl)cc1 (stereo not drawn)
→ 8% | -22%&-25% | 2%
> C[C@@H]1O[C@H](O[C@@H]2C=C3CC[C@H]4[C@@H](CC[C@]5(C)[C@@H](c6ccc(=O)oc6)CC[C@]45O)[C@@]3(C)CC2)[C@@H](O)[C@H](O)[C@@H]1O
→ 12%[21 µM] | 9%[21.6 µM] | nt
> COC(=O)[C@H]1[C@@H](c2ccccc2)[C@@]2(c3ccccc3)Oc3ccccc3[C@@]1(O)[C@@H]2O
→ 4%[21 µM] | -1%[12.8 µM] | nt
> CCc1c(C)nc(N)nc1N1N=C1SC(C(C)=O)C(C)=O
→ 2% | -16% | 45%[activator]
> Cn1c(O)c(N=Nc2ccc(S(=O)(=O)N3CCOCC3)cc2)c(=O)n(C)c1=O
→ 5% | 4% | 23%
> CC(C)[N+]12CCC(CC1)C(C(O)(c1ccccc1)c1ccccc1)C2 (stereo not drawn)
→ 1% | -12% | -5%
> Cc1ccccc1-n1c(/C=C/c2ccc(N(C)C)cc2)nc2ccccc2c1=O
→ -5%[12.3 µM] | nt | 0%
> CC(C)Nc1nc(Cl)nc(NC(C)C)n1
→ 28µM*! | -8%&4% | -5%
> NC(=O)CNC(=O)[C@H](Cc1ccccc1)NC(=O)[C@H](CCCN=C(N)N)NC(=O)[C@@H](N)Cc1ccc(O)cc1
→ 4% | 4% | nt
> CCN1CCN(c2nc3ccccc3s2)CC1
→ 2% | 0% | -1%
> Nc1c(C(=O)OCC2CCCO2)c2nc3ccccc3nc2n1Cc1cccs1 (stereo not drawn)
→ 0% | 1% | -18%
> CC[C@]12CCCN3CCC4(c5ccccc5NC4C(C(=O)O)C1)C32 (stereo partly drawn)
→ 11% | -21% | nt
> O=C(N/N=C/c1c(O)n(CCC2=CCCCC2)c(=S)[nH]c1=O)c1ccccc1
→ 8% | 1% | -16%
> O=[N+]([O-])c1cc(Cl)c(O)c(-[n+]2c(-c3ccccc3)cc(-c3ccccc3)cc2-c2ccccc2)c1
→ nt | -8% | -5%
> CC1(c2ccccc2)NCCN2C(=O)CSC21 (stereo not drawn)
→ -4% | -26% | -1%
> Oc1cc2c(cc1CN1CCN(c3ccccc3)CC1)CCC2
→ 8% | 4%[2.35 µM] | -4%
> O=C(Cn1cnc2sc3c(c2c1=O)CCCC3)NCCC(=O)N1CCC2(CC1)OCCO2
→ 3% | 2% | 1%
> Cc1ccc(CNC(=O)CCCn2c(=O)c3sccc3n(CC(=O)Nc3c(C)cccc3C)c2=O)cc1
→ -7% | nt | -4%

# Molecules shown so far containing a nitro group on carbon:
# Second line of a record: TDP1 block | N370S GC mod | FEN1 inhibitor
> CC1(C)C2([N+](=O)[O-])CNCC1([N+](=O)[O-])CNC2
→ 2% | -4% | -2%
> CCN1CCN(Cc2nc3ccc([N+](=O)[O-])cc3c(=O)n2-c2ccccc2F)CC1
→ nt | -3% | -2%
> O=[N+]([O-])c1ccc(C2C3C(c4ccccc4)=NC4(CCCCC4)N32)cc1 (stereo not drawn)
→ 0% | 4% | -4%
> Cc1nc2cc([N+](=O)[O-])ccc2c(=O)n1-c1ccc(Br)cc1
→ -9% | -11% | -20%
> O=[N+]([O-])c1cc(Cl)c(O)c(-[n+]2c(-c3ccccc3)cc(-c3ccccc3)cc2-c2ccccc2)c1
→ nt | -8% | -5%

# (next part)
# Second line of a record: TDP1 block | N370S GC mod | FEN1 inhibitor
> CP(=O)(O)C1=CCNCC1
→ 6%[56.1 µM] | 0%&3% | nt
> C[C@]12CC[C@H]3[C@@H](CCC4C[C@H](O)CC[C@@]43C)[C@@H]1CC[C@@H]2O (stereo partly drawn)
→ 8%[56.1 µM] | 29% | nt
> NC(=O)C1(N2CCCCC2)CCN(Cc2ccccc2)CC1
→ 3% | 1% | -1%
> CCOC(=O)C1CCN(C(C)C(=O)c2c[nH]c3ccccc23)CC1 (stereo not drawn)
→ nt | 0% | -11%
> COc1cccc(-n2c(CN3CCOCC3)nc3ccc([N+](=O)[O-])cc3c2=O)c1
→ nt | -19% | -2%
> O=c1[nH]c(=O)n(-c2cccc3ccccc23)c(O)c1/C=N/N1CCCCCC1
→ 0% | 3% | -9%
> Oc1ccc2c3c1O[C@H]1c4oc5ccccc5c4C[C@@]4(O)[C@@H](C2)N(CC2CC2)CC[C@]314
→ nt | -14% | 9%
> O=P(C(c1ccc2c(c1)OCO2)N1CCOCC1)(N1CCOCC1)N1CCOCC1 (stereo not drawn)
→ 1% | 0% | -4%
> Cc1cc([N+](=O)[O-])c(Cl)cc1NC(=O)C(C)C
→ 0% | 3% | -4%
> N#CC(O)c1ccccc1 (stereo not drawn)
→ 13% | -17% | nt
> Cc1cccc(N2C(=O)NC(=O)C3(Cc4cc(C)ccc4N(C)C3)C2=O)c1 (stereo not drawn)
→ 4% | -2% | 7%
> COc1ccc(C(=O)N2C[C@H]3C[C@@H](C2)c2cccc(=O)n2C3)cc1OC
→ nt | -1% | 11%
> O=C(O)Cn1cc(/C=C2\C(=O)NC(=O)N(c3ccc(Br)cc3)C2=O)c2ccccc21
→ nt | 2% | ?
> O=C(c1ccc2c(c1)N(Cc1ccc(F)cc1)CCS2)N1CCC2(CC1)OCCO2
→ 5% | 0% | -14%
> CCCn1c(C(=O)c2ccc(OC)cc2)nc2ccccc21
→ 2% | -6% | -19%
> O=c1c2ccccc2nc(/C=C/c2ccccc2)n1-c1ccccc1F
→ 8% | nt | -14%
> COC(=O)[C@@]1(OC)C[C@@H]2O[C@@]1(C)n1c3ccccc3c3c4c(c5c6ccccc6n2c5c31)C(=O)N(C)C4
→ 8%[21 µM] | -5%[12.8 µM] | nt
> O=C(CCl)c1ccccc1
→ 3% | 11% | nt
> CC(C)(C)c1ccc(C(=O)Nc2ccc(Cl)cc2C(=O)c2ccccc2)cc1
→ -1%[12.3 µM] | nt | -11%
> CCCCCCCCCCCCCCCC(=O)OC[C@H](COP(=O)([O-])OCC[N+](C)(C)C)OC(C)=O
→ 5%&6% | 2%&-1% | nt
> CC(C)C(=O)NC(Oc1ccccc1Cl)C(Cl)(Cl)Cl (stereo not drawn)
→ 5% | -4% | -16%
> O=S1(=O)CCN(CCc2c[nH]c3ccccc23)CC1
→ -2% | -2% | -2%
> Nc1c(C(=O)NCc2ccco2)c2nc3ccccc3nc2n1Cc1ccc(F)cc1
→ 6% | ? | -14%
> O=C(CN1C(=O)CN=C(c2ccccc2)c2ccccc21)NCc1ccco1
→ 1% | ? | -2%
> COc1ccc(-c2nn(Cc3ccccc3)cc2C(=O)NC2CC2)cc1OC
→ -1%[56.1 µM] | nt | -5%
> CCOc1cc2c(cc1OCC)-n1cccc1C(c1ccccc1O)NC2 (stereo not drawn)
→ nt | ? | -5%
> Cc1cc(/C=C2\C(=O)NC(=O)N(Cc3ccccc3)C2=O)c(C)n1-c1ccc(Cl)c(C(=O)O)c1
→ nt | -10% | 79µM*
> CCc1sc(C(=O)N2CCC3(CC2)OCCO3)cc1Br
→ 2% | 3% | 13%
> CN1C(=O)N(C)C(=O)C2(Cc3c(ccc4ccccc34)N(C)C2)C1=O
→ 4% | 5% | -2%
> CC(/C=C(\C)Nc1ccccc1)=Nc1ccccc1
→ 8% | ? | -1%
> Cc1ccc2c(c1)CC1(CN2C)C(=O)NC(=O)N(c2ccc(C)c(C)c2)C1=O (stereo not drawn)
→ 3% | 2% | -7%
> CCOP(=O)(OCC)C(NC(=O)CC(C)C)C(Cl)(Cl)Cl (stereo not drawn)
→ 0% | -10% | 0%
> Cn1c(CN2CCN(C(=O)COc3ccccc3)CC2)nc2cc([N+](=O)[O-])ccc21
→ -1% | -7% | 16%
> Cc1c(C)c2cc(Cl)c(OCC(=O)N3C[C@H]4C[C@@H](C3)c3cccc(=O)n3C4)cc2oc1=O
→ nt | 4% | -4%
> COCCNC(=O)Cn1cc(/C=C2\C(=O)NC(=O)N(c3ccccc3F)C2=O)c2ccccc21
→ nt | -3% | -2%
